# Source: PubChem (Broad Institute)
# ERp5 inh: ERp5 (human) disulfide isomerase inhibition | AID 651711 | hit rate 0.05% among 350,000 | ERp5 insulin aggregation, absorbance 650 nm, 90 min | inhibition, % at 9.99 µM;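 active means mean replicate inhibition above about 25%, with every replicate also reaching it, limit read from the data, passing the limit was not always enough; inconclusive means only one of those two criteria met; inactive means neither criterion met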
# Target sequence (Q15084 whole entry, looked up): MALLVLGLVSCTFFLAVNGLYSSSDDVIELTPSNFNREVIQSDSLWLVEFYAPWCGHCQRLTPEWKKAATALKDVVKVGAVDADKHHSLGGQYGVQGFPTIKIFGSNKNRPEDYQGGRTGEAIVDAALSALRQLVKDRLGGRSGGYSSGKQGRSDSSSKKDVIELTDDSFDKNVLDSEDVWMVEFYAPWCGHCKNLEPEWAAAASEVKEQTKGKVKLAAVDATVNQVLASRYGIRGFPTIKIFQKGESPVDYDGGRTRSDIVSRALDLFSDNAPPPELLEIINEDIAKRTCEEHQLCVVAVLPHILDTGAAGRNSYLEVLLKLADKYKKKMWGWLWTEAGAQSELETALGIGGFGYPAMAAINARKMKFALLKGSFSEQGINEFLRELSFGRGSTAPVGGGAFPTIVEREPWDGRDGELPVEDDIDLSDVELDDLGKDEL
# XiGFP reactiv: X-chromosome reactivation activator; XiGFP mouse fibroblasts, % GFP-positive cells imaging, 3 d; cells co-treated with 5-aza-dC sensitizer; scaled so ellipticine positive control = 100%; activation, % at 7.58 µM; hit rate 0.055% among 360,000; AID 743238;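 active means mean normalized replicate activation at least 10% and every replicate at or above 10%; inconclusive means only one of the two criteria met; inactive means mean below 10% and not all replicates reach 10%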;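 further: 0% = median of on-plate neutral control wells and 100% = ellipticine 6 µM median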
#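 material = 68-5-11 XiGFP fibroblast line | medium = DMEM plus 5-aza-dC sensitizer | schedule = 3 days compound exposure | benchmarks = positive control ellipticine, 6 µM final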
# PAX8 inh HTS: inhibitors of PAX8 transcriptional activity in RMG-I cells; RMG-I TPO-luciferase reporter, SteadyGlo, 24 h; inhibition, % at 12.6 µM; hit rate 1.2% among 360,000;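 active means mean replicate inhibition at least 60% with every replicate also reaching 60%; inconclusive means only one of the two criteria is met; inactive means mean below 60% and not all replicates reaching 60%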;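 further: luciferase light reporting Pax8 driven TPO promoter activity; plate controls were median of neutral control wells for no effect and mitoxantrone controls for full effect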
# EWS-Fli inh: inhibitors of EWS/Fli oncoprotein transcriptional activity | inhibition, % at 12.6 µM | A673 NR0B1-luciferase reporter, viability-normalised | hit rate 0.67% among 350,000;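 active means mean inhibition of at least 50% after viability correction, with every replicate also passing that limit; inconclusive means mean reaches 50% but only one of two replicates passes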;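 further: firefly luciferase signal divided by Alamar Blue viability fluorescence both relative to DMSO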
# INS-1E GSIS act: GLuc luminescence reporter in INS-1E cells, primary screen for activators of glucose-dependent secretion of insulin | INS-1E GLuc reporter insulin secretion, 2-3 h | activation, % at 16.6 µM | hit rate 0.61% among 370,000 | AID 743287;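 active means lowest replicate activation of at least 40%, so every replicate reaches that level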;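 further: 0% = median of neutral control wells and 100% = median of IBMX positive control wells; some compounds called inactive have numbers as strong as hits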
# ARNT-TACC3 inh: disrupts binding between human ARNT and TACC3. Q9Y6A5. hit rate 0.66% among 390,000. AID 623870. inhibition, % at 9.99 µM. AlphaScreen His-ARNT PAS-B/GST-TACC3 binding, luminescence; TACC3 fragment carries E629A point mutation;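 active means mean inhibition of replicates at least 50% and at least half of replicates each reaching 50%; inconclusive means half or more replicates reach 50% but mean below 50%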;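 further: 0% = complete ARNT plus TACC3 wells and 100% = ARNT alone without TACC3; many hits fall short of the cut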
# CFTR F508del cor: CFTR F508del correction in bronchial cells | CFBE cells, YFP halide quenching; stimulated with forskolin plus potentiator P3; % fluorescence drop versus neutral controls | activity (quench increase), % at 7.58 µM | hit rate 0.36% among 350,000 | AID 720511;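 active means mean added fluorescence quench of at least 8% versus neutral control, with both replicates also reaching 8%; inconclusive means only one of the mean or replicate conditions met; inactive means mean below 8% and not both replicates reaching 8%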;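 further: cells transiently co-express mutant CFTR-F508del with the halide-sensitive YFP; corrector assay measuring rescue of mutant channel to the surface after 24 h compound exposure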
# DENV2 CPE: inhibitors of DENV2 cytopathic effect; DENV2-infected cells, cytopathic effect rescue, plate reader; CPE inhibition, % at 9.99 µM; hit rate 1.7% among 350,000; AID 651640; in the data active means CPE inhibition above about 20%, passing the limit was not always enough; inconclusive means no clear call, values can overlap the other calls; tested in BHK-21 cells;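 further: 0% = median of neutral control wells and 100% = median of positive control wells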
# An asterisk follows results filed as active; u = inconclusive; x = not tested or not shown. Outcome played no part in choosing rows (roughly 4.2% active in at least one column).
smiles	ERp5 inh	XiGFP reactiv	PAX8 inh HTS	EWS-Fli inh	INS-1E GSIS act	ARNT-TACC3 inh	CFTR F508del cor	DENV2 CPE
COc1ccc(S(=O)(=O)Nc2ccc3c(c2)C(=O)N([C@@H](C)CO)C[C@H](C)[C@@H](CN(C)C(=O)c2ccccc2)OCCCC[C@@H](C)O3)cc1	16	0.4	14	1	-12	-3	2.9	-4
CCn1c(CN2CCOCC2)nnc1SCC(=O)Nc1ccc(C(C)=O)cc1	-1	0.2	1	x	-3	-9	3.6	-5
COc1ccc(C#Cc2c(-c3ccccc3OC)oc3ccccc23)cc1	0	0.3	-15	-4	-24	x	-2.6	-3
CN(C)C(=O)C[C@@H]1C[C@H]2c3cc(NC(=O)CC4CC4)ccc3O[C@H]2[C@H](CO)O1	2	0.0	2	2	20	-2	-4.0	-4
CCOC(=O)c1ccc(P(=O)(c2ccccc2)c2ccccc2)cc1	-1	0.3	38	11	27	-6	-3.5	9
O=C(C[C@H]1C[C@H]2c3cc(NC(=O)Nc4ccccc4F)ccc3O[C@H]2[C@@H](CO)O1)NCCc1ccccc1	4	0.0	x	1	5	-12	-1.1	3
O=C(Nc1ccccc1C(=O)N1CCCCC1)c1cc(F)c(F)cc1Cl	10	0.2	-4	5	-4	0	-2.8	-4
CSc1nc(NCCCN(C)C)c2c3c(sc2n1)CN(C)CC3	1	0.3	-16	9	-5	x	-1.7	3
Cc1cccc(S(=O)(=O)NCCC(=O)OCC(=O)Nc2ccc(C#N)cc2)c1	x	0.3	7	x	6	1	x	x
COCCN1CCN(c2c(C)c(C)nc3cc(-c4cccc(OC)c4)nn23)CC1	-1	0.3	35	-118	9	-3	0.3	0
C[C@@H]1CN([C@@H](C)CO)C(=O)c2cc(NC(=O)Nc3ccc(C(F)(F)F)cc3)ccc2O[C@@H]1CN(C)S(=O)(=O)c1ccccc1	x	-0.1	x	-2	-7	x	-0.3	x
O=C(CCC1CCCCC1)NCCN1C2=NC[C@H](Cc3ccccc3)N2C[C@H]1Cc1ccc(O)cc1	8	0.5	-11	0	x	4	-2.5	8
c1ccc(CCn2nnnc2C(c2cccnc2)N2CCOCC2)cc1 (stereo not drawn)	4	0.7	3	-2	19	-3	-1.6	10
CN1CCN(C(=O)CCc2ncc(C(F)(F)F)cc2Cl)CC1	-4	0.0	12	8	11	0	0.2	0
COc1ccc(NC(=O)N2CCCCCC2)cc1OC	4	-0.1	-10	-6	9	0	0.9	-2
COCC(=O)N(C)C[C@@H]1Oc2ncc(-c3ccccc3C)cc2C(=O)N([C@@H](C)CO)C[C@@H]1C	-2	0.1	x	4	1	-7	0.9	6
C/C=C/c1ccc([C@H]2[C@@H](CNC(=O)CC3CC3)N(C(=O)CC)[C@H]2CO)cc1	-2	0.1	1	-3	11	-6	-4.3	1
O=C(COc1ccc(Cl)cc1)Nc1c(-c2cccs2)nc2ccccn12	-3	0.4	19	0	16	-6	x	-2
O=C1CCN(Cc2ccccc2)CCN1[C@H](COc1ccccc1)Cc1ccccc1	9	0.0	3	15	5	5	-0.2	-2
C[C@@H]1CN([C@@H](C)CO)C(=O)c2cc(NC(=O)Nc3ccc4c(c3)OCO4)ccc2O[C@@H]1CN(C)Cc1ccc(C(=O)Nc2ccccc2N)cc1	-3	0.0	x	48	-5	11	2.7	8
NC(=O)NCC1CC1	0	0.0	-3	-1	0	-10	-1.3	-1
C[C@H](CO)N1C[C@H](C)[C@H](CN(C)CC2CC2)Oc2ccc(NC(=O)CCCCCC(=O)Nc3ccccc3N)cc2CC1=O	-4	0.3	x	48	11	3	0.4	13
CC(=O)Nc1ccc(S(=O)(=O)N(C)C2CCN(C)CC2)cc1	0	-0.1	38	2	-4	1	-0.7	12
CC(C)CC#Cc1ccc2c(c1)O[C@H](CN(C)C(=O)Nc1ccccc1)[C@@H](C)CN([C@@H](C)CO)S2(=O)=O	0	-0.2	x	6	3	0	-3.8	9

# Quoted at random: 2 entries already listed, in no set order.
smiles	ERp5 inh	XiGFP reactiv	PAX8 inh HTS	EWS-Fli inh	INS-1E GSIS act	ARNT-TACC3 inh	CFTR F508del cor	DENV2 CPE
CC(C)CC#Cc1ccc2c(c1)O[C@H](CN(C)C(=O)Nc1ccccc1)[C@@H](C)CN([C@@H](C)CO)S2(=O)=O	0	-0.2	x	6	3	0	-3.8	9
CC(=O)Nc1ccc(S(=O)(=O)N(C)C2CCN(C)CC2)cc1	0	-0.1	38	2	-4	1	-0.7	12

# Limited to EWS-Fli inh, ERp5 inh and INS-1E GSIS act, for four of the compounds above:
SMILES | EWS-Fli inh | ERp5 inh | INS-1E GSIS act
c1ccc(CCn2nnnc2C(c2cccnc2)N2CCOCC2)cc1 (stereo not drawn) | -2 | 4 | 19
CN1CCN(C(=O)CCc2ncc(C(F)(F)F)cc2Cl)CC1 | 8 | -4 | 11
COc1ccc(NC(=O)N2CCCCCC2)cc1OC | -6 | 4 | 9
COCC(=O)N(C)C[C@@H]1Oc2ncc(-c3ccccc3C)cc2C(=O)N([C@@H](C)CO)C[C@@H]1C | 4 | -2 | 1

# Following part
smiles	ERp5 inh	XiGFP reactiv	PAX8 inh HTS	EWS-Fli inh	INS-1E GSIS act	ARNT-TACC3 inh	CFTR F508del cor	DENV2 CPE
C[C@H](CO)N1C[C@H](C)[C@H](CN(C)S(=O)(=O)c2cccc(F)c2)Oc2cc(C#CCN(C)C)ccc2S1(=O)=O	4	-0.3	4	12	10	-5	2.6	-2
COC(=O)C[C@H]1CC[C@H]2[C@H](COc3ccc(NC(=O)NCc4ccccc4)cc3C(=O)N2C)O1	x	0.1	-9	-1	4	-2	0.8	-4
Cc1ccc(C2(c3noc(CN(C)CCCN4CCOCC4)n3)CCCC2)cc1	0	0.1	10	12	-21	x	-3.2	-4
Cc1nc(NS(=O)(=O)c2cccc([N+](=O)[O-])c2)sc1C(C)(C)C	0	0.1	21	-3	-11	8	-0.7	-5
Cc1noc(C)c1S(=O)(=O)Nc1ccc2c(c1)C(=O)N([C@@H](C)CO)C[C@H](C)[C@@H](CN(C)C(=O)NC1CCCCC1)OCCCC[C@H](C)O2	10	-0.5	10	0	1	0	-3.2	-4
COc1ccc(NC(=O)CN(C)C(=O)c2c(C)nn(-c3ccccc3)c2Cl)cc1	16	0.2	x	-8	10	0	0.5	4
CCC(C)n1c(SCc2ccc([N+](=O)[O-])cc2)nc2ccsc2c1=O (stereo not drawn)	-4	0.1	24	20	5	-4	0.7	3
COc1ccc(C(=O)Nc2ncc(C)s2)cc1S(=O)(=O)N1CCCC1	9	0.1	2	-6	-6	-3	2.8	-1
CCC(=O)N(C)C[C@H]1Oc2ncc(-c3ccccc3C)cc2C(=O)N([C@H](C)CO)C[C@@H]1C	0	-0.8	x	-5	5	-8	1.2	0
CCOC(=O)N1CCN(C(=O)c2ccccc2NC(=O)COc2ccccc2C)CC1	1	0.0	-15	-4	-4	1	-5.6	3
COC(=O)c1ccccc1NC(=S)NC(=O)COc1ccc(C(C)C)cc1	5	0.4	-2	1	x	7	x	0
C[C@H](CO)N1C[C@H](C)[C@@H](CN(C)C(=O)Nc2ccccc2)OCCCC[C@H](C)Oc2ccc(NS(=O)(=O)c3ccccc3)cc2C1=O	3	0.0	11	20	-12	-7	3.6	-2
O=C(NC1Cc2ccccc2C1)[C@H]1[C@H](CO)[C@H]2Cn3c(ccc(-c4ccccc4F)c3=O)[C@@H]1N2	-1	0.2	1	-2	11	0	-3.2	7
COc1ccc(-c2nn(-c3ccccc3)cc2C(=O)Nc2ccc(C(=O)O)cc2)cc1	-2	0.0	12	7	-6	6	-2.5	9
COc1ccc(CCNC(=S)N2CCC(C(N)=O)CC2)cc1	3	-0.1	-6	-3	8	-2	-1.7	6
C[C@@H]1CN([C@@H](C)CO)C(=O)c2cc(NS(=O)(=O)c3ccc(Cl)cc3)ccc2O[C@@H](C)CCCCO[C@@H]1CN(C)C(=O)Nc1ccc(C(F)(F)F)cc1	1	-1.0	22	8	6	6	3.9	2
CCCCN(C)C(=O)Cn1cnc2sc(C)c(S(=O)(=O)N3CCN(c4ccccc4OC)CC3)c2c1=O	2	0.0	7	-1	-36	3	-1.7	-4
CC(C)CN1CCN(Cc2cccn2-c2cccnc2)CC1CCO (stereo not drawn)	0	0.0	12	-2	x	-4	1.3	-4
CCC(=O)NC[C@H]1[C@@H](c2ccc(C3=CCCC3)cc2)[C@@H](CO)N1C(=O)C1CC1	x	0.0	8	5	-3	2	0.8	u
NS(=O)(=O)c1ccc(NCc2ccccc2OCc2ccccc2F)cc1	12	x	x	4	-9	-1	0.7	x
COCC(C)NC(=O)c1ccc(CN2CCc3ccccc3C2)cc1 (stereo not drawn)	0	0.1	-21	-10	14	-5	-1.4	3
COc1ccc2c3c(n(C)c2c1)[C@H](CO)N(C(=O)C1CCOCC1)CC31CCN(Cc2cccc(F)c2)CC1	4	0.4	x	30	-16	x	-0.5	-2
COC(=O)c1sccc1NC(=O)c1cc(C)on1	-3	x	x	-5	49	34	0.2	1
COc1ccc(C(=O)NCCSc2ccccc2)cc1	x	0.4	-17	x	4	-1	x	x
CCN(CC(=O)Nc1ccccc1C(F)(F)F)C(=O)c1ccc(N2C(=O)CCC2=O)cc1	7	0.0	6	-6	0	-1	-2.4	2
FC(F)(F)c1ccnc(Oc2ccc(C3=NCCS3)cc2)c1	11	0.1	-98	-60	x	0	-0.3	1
CCc1nc2c(OCc3ccc(F)cc3)cccn2c1N(C)C(=O)c1ccc(C)cc1	-1	0.0	9	4	-8	x	-2.5	3
COc1ccc(CN2C(=O)C(CC(=O)NCc3ccco3)CC(C(=O)N(C)C)=C2C)cc1 (stereo not drawn)	-2	0.3	-11	-3	5	x	3.3	-12
CCCOc1c(Br)cc(C(=O)OCC(=O)NC(=O)c2cccn2C)cc1OC	4	-0.1	1	12	24	-7	2.4	-1
COc1ccc(C(CNC(=O)c2cccc(S(=O)(=O)N3CCOCC3)c2)N2CCCC2)cc1 (stereo not drawn)	1	1.1	0	0	x	5	2.0	-4
COc1ccc(/C=N/NC(=O)c2ccncc2)cc1CSc1nc2ccccc2s1	x	0.0	3	x	12	-2	x	x
COc1ccc(C2=NS(=O)(=O)N(C)C(C(=O)Nc3ccc(F)cc3F)=C2)cc1	-2	0.8	12	-9	-28	5	-0.5	1
O=C(CCNS(=O)(=O)c1ccc(Br)cc1)NNC(=O)C1COc2ccccc2O1 (stereo not drawn)	3	0.1	x	-1	x	10	1.4	5
COC(=O)c1ccc(N2CCN(C)CC2)c(NC(=O)c2cccnc2)c1	1	3.6	8	-4	4	-3	1.0	2
O=C(NNc1cccc(Cl)n1)Nc1cccc(C(F)(F)F)c1	-1	0.3	-17	11	21	-10	x	-9
COC(=O)C1=C(C)NC(C)=C(C(=O)OC)C1C(=O)OCC(=O)c1ccc(F)cc1	3	u	5	7	-15	-1	x	-8
C[C@@H]1CN([C@@H](C)CO)S(=O)(=O)c2ccc(-c3cncnc3)cc2O[C@H]1CN(C)C(=O)Cc1cccnc1	7	-0.3	5	0	24	-11	1.1	-5
